Peg3 prom inh = Peg3 promoter-driven luciferase inhibitors, primary screen, cell-based, HeLa, luciferase luminescence | inhibition, % at 20 µM | HeLa PEG-Prom luciferase reporter, overnight | 1.7% of 360,000 active;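 active = inhibition of at least 50% at 20 µM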
KKLEB cytotox = cytotoxicity in KKLEB CF airway cells, primary screen, cytotoxicity control for CF NF-kB inhibitor project, cell-based, uHTS, fluorescence assay plates. AID 602141, 2011. activity change (cytotoxicity), % at 5 µM. KKLEB CF airway cells viability, ATPlite luminescence, overnight; active compounds read low; cells stimulated with P. aeruginosa culture filtrate. 0.36% of 360,000 active;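 active = corrected activity change at or below -50% at 5 µM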
TROY NFkB inh = inhibitors of TROY-driven NF-kB signaling, primary screen, Q293 LMP1-TROYcd cells, NF-kB luciferase, uHTS; Q293 LMP1-TROYcd NF-kB luciferase reporter, 4 h; 0.98% of 360,000 active; inhibition, % at 10 µM;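 active = compounds whose plate-normalised and pattern-corrected inhibition of the luciferase reporter signal at the single screening dose is 50% or more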
CF NFkB block = inhibitors of PAF-induced NF-kB signaling, primary screen, cell-based, GFP fluorescence, uHTS; KKLEB NF-kB-GFP reporter, GFP fluorescence overnight; inhibition, % at 5 µM; 0.86% of 360,000 active;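 active = at least 50% inhibition at 5 µM, scaled per plate between neutral and stimulator controls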;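 note: PAF is a Pseudomonas aeruginosa culture filtrate used as stimulus; plate controls were PAF-stimulated DMSO wells for no effect and unstimulated DMSO wells for full effect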
NR2E3 ag-1 = inhibitors of NR2E3-RetCOR corepressor binding, primary screen, NR2E3 agonist project, biochemical, TR-FRET, GST-NR2E3, biotin-RetCOR; Photoreceptor-specific nuclear receptor (Homo sapiens), Q9Y5X4; 1536-well; inhibition of corepressor binding, % at 4.78 µM; 0.12% of 320,000 active; AID 2300, 2010;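 active = percent inhibition above the cutoff of mean plus 3 SD of all tested compounds, set per screening campaign, cut at about 20% in these data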;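 note: 0% = DMSO wells and 100% = biotin wells as full block of FRET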
Target sequence (Q9Y5X4 whole entry, looked up): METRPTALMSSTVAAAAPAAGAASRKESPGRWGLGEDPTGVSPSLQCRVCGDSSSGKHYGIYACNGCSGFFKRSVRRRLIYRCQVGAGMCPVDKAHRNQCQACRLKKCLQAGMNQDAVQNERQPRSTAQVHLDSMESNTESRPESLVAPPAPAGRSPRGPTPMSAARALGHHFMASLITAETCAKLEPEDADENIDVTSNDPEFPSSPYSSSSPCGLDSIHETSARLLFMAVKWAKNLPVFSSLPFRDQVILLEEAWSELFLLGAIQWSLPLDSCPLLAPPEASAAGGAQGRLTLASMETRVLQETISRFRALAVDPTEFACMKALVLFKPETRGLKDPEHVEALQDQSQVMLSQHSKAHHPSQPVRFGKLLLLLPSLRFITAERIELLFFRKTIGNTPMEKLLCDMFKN
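Material: NR2E3–RetCOR corepressor complex / Amount: 1.35 nM GST-NR2E3 / Medium: Tris pH 7.5 / Compound: single nominal compound dose of 4.8 µM / Incubation: 5 h at 4 °C / Technique: TR-FRET, Eu(K)-anti-GST donor, streptavidin-D2 acceptor, ex 340, em 617/671 nm / Read-out basis: percent loss of FRET ratio relative to control wells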
TWEAK-Fn14 inh = inhibitors of TWEAK-Fn14 signaling, primary screen, luciferase reporter cells, uHTS | inhibition, % at 10 µM | 2% of 360,000 active | AID 1159606, 2016 | TWEAK-stimulated Fn14 reporter cells, luciferase luminescence, 8 h; in the data active = inhibition above about 50%
NR2E3 ag-2 = NR2E3 agonists in two-hybrid cells, primary screen, cell-based, luminescence, CHO-S, Gal4-NCOR/VP16-NR2E3 | Photoreceptor-specific nuclear receptor (Homo sapiens), Q9Y5X4 | luciferase | inhibition of corepressor binding, % at 3.98 µM | 0.35% of 360,000 active | AID 602229, 2012;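 active = inhibition above the mean of all tested compounds plus 3 SD, cut at about 70% in these data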;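 note: 0% = DMSO with NR2E3 transfected cells and 100% = cells lacking NR2E3 construct; higher means lower luciferase signal from less NR2E3 corepressor binding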
HIF-2a block = HIF-2a reporter inhibitors, primary screen, luminescence, 786-0 RCC cells | 786-0 RCC cells HIF-2a reporter, luciferase luminescence, overnight | inhibition, % at 18.8 µM | 0.72% of 360,000 active | AID 624352, 2012;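 active = inhibition of the luminescence signal of 40% or more relative to plate controls, in a single-dose primary screen at 18.75 µM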
Shn3 3UTR inh = reduction of Shn3 3'UTR firefly luciferase signal, primary screen, Schnurri-3 inhibitor project, cell-based, Clone20 osteoblasts, set 2; inhibition, % at 12.5 µM; 0.52% of 360,000 active; Clone20 osteoblast Shn3 3'UTR firefly luciferase, 24 h;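 active = mean inhibition of at least 75% with every replicate also reaching 75%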;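 note: 0% = median of neutral control wells and 100% = pilot-screen positive control compound; some compounds past the cut are filed as inactive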
MITF TRPM1 inh = inhibitors of MITF-dependent TRPM1 promoter reporter, primary screen, cell-based, SK-MEL-5, single point, luciferase. 0.83% of 330,000 active. AID 488899, 2010. inhibition, % at 12.5 µM. SK-MEL-5 TRPM1 promoter luciferase, 24 h;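 active = mean inhibition across replicates of 60% or more, whatever share of single replicates reaches that level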; note: values of inactives mirror those of a sister screen read the other way
C8 TRAIL sens = viability loss with TRAIL in NB7+C8 cells, primary screen, TRAIL sensitizer project, cell-based, ATPlite luminescence. 1% of 360,000 active. inhibition (viability loss, TRAIL sensitization), % at 10 µM;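 active = compounds causing at least 50% loss of cell viability in the single-dose screen, relative to plate controls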
* = called active by the depositor; . = not tested or not shown; & = joins results of further samples.

No.	SMILES	Peg3 prom inh	KKLEB cytotox	TROY NFkB inh	CF NFkB block	NR2E3 ag-1	TWEAK-Fn14 inh	NR2E3 ag-2	HIF-2a block	Shn3 3UTR inh	MITF TRPM1 inh	C8 TRAIL sens
1	O=C(CSc1ccc2ccccc2n1)Nc1nsc(-c2ccc(Cl)cc2)n1	-36	-12	-9	38	-1	-6	11	-26	-15	-6	4
2	CCOC(=O)c1sc(=S)n(CC)c1N	-19	-3	.	19	2	1	-9	11	-16	0	-12
3	COc1ccc(S(=O)(=O)N2CCC[C@H]2C(=O)N2CCC[C@H]2C(=O)N[C@@H](C)c2ccccc2)cc1C	.	.	-5	.	.	10	-5	-3	.	.	-8
4	O=C(O)C1c2ccccc2C(=O)N(Cc2ccc(F)cc2)C1c1ccncc1 (stereo not given)	0	-2	-21	10	2	1	-6	21	.	.	0
5	O=C(O)c1nnn(-c2ccc(F)cc2F)c1-c1ccccc1	8	0	0	-3	1	9	-15	16	-2	-6	-24
6	CCN(CC(=O)NCc1cccs1)C(=O)c1ccc(Cl)c(Cl)c1	6	0	-2	1	.	9	-20	2	0	-15	2
7	COC(=O)N/N=C/c1c(C)cc(C)cc1C	-6	3	-19	12	0	-27	-16	-12	-15	-25	-6
8	O=C(/C=C/c1ccccc1)NC1CCS(=O)(=O)C1 (stereo not given)	4	10	9	5	1	-9	0	8	3	8	-6
9	O=S(=O)(NCCCc1ccccc1)c1ccc(Br)cc1	6	2	5	-4	0	-7	-8	25	-4	11	0
10	O=C(Nc1ccc(-c2ccc3nncn3n2)cc1)C1CCCCC1	-60	-5	-38	5	1	-6	-28	-81	-24	-32	13
11	OC(COc1ccc2c(c1)OCO2)CN1CCc2ccccc2C1 (stereo not given)	12	8	-3	-4	1	-13	-9	10	4	-1	-7
12	COc1ccc(NC(=O)c2cc(-c3ccccc3)on2)cc1	-135	-1	-49	-3	1	-21	5	-196	-50	-29	6
13	O=C(O)C12CC3CC(C1)CC(n1cnc(Cl)n1)(C3)C2	16	-22	-8	-4	2	-5	13	12	-11	7	-13
14	CC(=O)[C@@H]1[C@@H](C(=O)c2ccc(C)cc2)[C@]2(C(=O)Nc3ccccc32)[C@H]2C=Cc3cc(F)ccc3N12	26	-4	8	1	0	35	14	-6	10&0	7	-5
15	O=c1[nH]cnc2c1cnn2Cc1ccccc1Cl	7	5	-7	-12	.	11	-6	-80	-36	1	-7
16	Cc1oc(CN2CCOCC2)cc1C(=O)O	-1	-2	4	1	-6	-38	-11	9	-3	-3	-1
17	COc1ccc(S(=O)(=O)N2CCCCC2)cc1NC(=O)c1cccs1	6	22	9	8	2	-1	-18	10	14	0	-13
18	CC(C)NCCOCCOc1ccc(Cl)cc1Br	26	-4	0	2	-3	-13	4	11	-19	-4	14
19	COc1ccc(NC(=O)C/C(C)=N/NC(=O)c2cnccn2)cc1Cl	-1	-4	-12	9	1	-15	-27	-7	-33	2	-5
20	CN(CC(=O)Nc1ccc(F)c(F)c1F)C(=O)c1n[nH]c(=O)c2ccccc12	2	2	11	10	.	4	8	14	-8	-1	-6
21	O=S(=O)(c1cccc(F)c1)N1CCN(Cc2ccc3c(c2)OCO3)CC1	13	-1	11	1	2	-6	4	10	-13	11	-8
22	CSc1ccc(/C=C/C(=O)OCC(=O)NC(C)C)cc1	-13	3	-6	-4	4	-5	-12	2	-6	-9	4
23	O=C(CCN1C(=O)C2C3C=CC(C4CC34)C2C1=O)Nc1ccc(Cl)cc1O (stereo not given)	9	8	-4	-18	0	1	6	9	-3	5	-10
24	C[C@H](CO)N1C[C@H](C)[C@@H](CN(C)CC2CCCCC2)Oc2c(NS(=O)(=O)c3cn(C)cn3)cccc2C1=O	9	-2	-4	8	.	-1	18	3	-9	3	-14
25	Cc1cc(C)c(NC(=O)CCCOC(=O)C2=COCCO2)c(C)c1	6	-6	7	8	1	-7	15	18	3	7	-8
26	Cc1ccoc1C(=O)N1CCCC(CCC(=O)N2CCN(c3ccccn3)CC2)C1 (stereo not given)	20	-2	15	10	0	-32	16	7	-47	-6	-3
27	CCc1ccc(OCC(=O)NNC(=O)C2CCC2)cc1	4	11	-16	-9	-2	6	0	12	14	1	15
28	O=C(Cn1nnc(-c2cccs2)n1)NNC(=O)c1ccccc1Cl	17	-2	-13	6	-2	0	-16	16	2	-7	-13
29	O=C(NC(=S)NCc1cccnc1)c1ccc([N+](=O)[O-])cc1	-5	4	14	-3	6	-9	14	6	-29	-3	9
30	COc1cc(OC)c(C(=O)NCCCN2CCOCC2)cc1OC	12	0	-39	17	-2	2	-26	10	22	-2	-2

A run of entries from further up, as a working copy:
No.	SMILES	Peg3 prom inh	KKLEB cytotox	TROY NFkB inh	CF NFkB block	NR2E3 ag-1	TWEAK-Fn14 inh	NR2E3 ag-2	HIF-2a block	Shn3 3UTR inh	MITF TRPM1 inh	C8 TRAIL sens
22	CSc1ccc(/C=C/C(=O)OCC(=O)NC(C)C)cc1	-13	3	-6	-4	4	-5	-12	2	-6	-9	4
23	O=C(CCN1C(=O)C2C3C=CC(C4CC34)C2C1=O)Nc1ccc(Cl)cc1O (stereo not given)	9	8	-4	-18	0	1	6	9	-3	5	-10
24	C[C@H](CO)N1C[C@H](C)[C@@H](CN(C)CC2CCCCC2)Oc2c(NS(=O)(=O)c3cn(C)cn3)cccc2C1=O	9	-2	-4	8	.	-1	18	3	-9	3	-14
25	Cc1cc(C)c(NC(=O)CCCOC(=O)C2=COCCO2)c(C)c1	6	-6	7	8	1	-7	15	18	3	7	-8
26	Cc1ccoc1C(=O)N1CCCC(CCC(=O)N2CCN(c3ccccn3)CC2)C1 (stereo not given)	20	-2	15	10	0	-32	16	7	-47	-6	-3
27	CCc1ccc(OCC(=O)NNC(=O)C2CCC2)cc1	4	11	-16	-9	-2	6	0	12	14	1	15
28	O=C(Cn1nnc(-c2cccs2)n1)NNC(=O)c1ccccc1Cl	17	-2	-13	6	-2	0	-16	16	2	-7	-13
29	O=C(NC(=S)NCc1cccnc1)c1ccc([N+](=O)[O-])cc1	-5	4	14	-3	6	-9	14	6	-29	-3	9
30	COc1cc(OC)c(C(=O)NCCCN2CCOCC2)cc1OC	12	0	-39	17	-2	2	-26	10	22	-2	-2

The listing continues.
No.	SMILES	Peg3 prom inh	KKLEB cytotox	TROY NFkB inh	CF NFkB block	NR2E3 ag-1	TWEAK-Fn14 inh	NR2E3 ag-2	HIF-2a block	Shn3 3UTR inh	MITF TRPM1 inh	C8 TRAIL sens
31	COc1ccccc1NC(=O)Cc1nnc(SCC(=O)c2ccccc2)n1C	3	-6	15	7	2	6	1	9	2	.	-6
32	COc1ccc(/C=C/C(=O)c2cc(Br)ccc(=O)c2O)cc1	27	-10	-3	8	-2	45	-15	-10	19	-3	-14
33	N#C/C(=C\c1c(N2CCCCC2)nc2ccccn2c1=O)S(=O)(=O)c1ccccc1	19	-1	-3	14	-2	5	-21	9	-14	-2	2
34	Cc1ccc(NC(=O)CSc2nc(-c3ccco3)nc3cc(=O)[nH]n23)c(Cl)c1	-3	11	8	-27	0	-1	-39	24	23	-3	19
35	Cc1ccc(C(=O)CNc2ccc(Br)cc2)cc1	-65	9	-38	-2	-1	-11	-16	-106	-31	0	4
36	Cc1cccc(NC(=O)CCNS(=O)(=O)c2cccc3nsnc23)c1	2	1	17	-5	3	3	10	7	-11	4	4
37	O=C(C[n+]1cccc2ccccc21)c1ccc(Cl)cc1	1	-4	-9	-8	0	42	-37	-5	-3	.	-8
38	CN1/C(=C\C(=O)COC(=O)C2COc3ccccc3O2)C(C)(C)c2ccccc21 (stereo not given)	-9	-6	2	-6	-1	-11	-23	13	5	13	7
39	O[C@H]1C[C@H](c2ccccc2)N(CC2CCCCC2)C[C@@H]1n1cc(-c2ccc(F)cc2)nn1	31	-14	15	10	.	20	-30	2	4	.	7
40	O=C(c1ccccc1CCc1ccccc1)N1CCOCC1	9	5	6	-6	0	-9	-4	19	-7	-6	-7
41	COCCn1c(C)cc(C(=O)COC(=O)c2cccnc2SC)c1C	-154	-6	69*	-10	.	68*	-87	-179	-8	11	40
42	O=C(O)CSCC(=O)N1CCN(S(=O)(=O)c2ccccc2)CC1	-2	-15	-2	4	4	6	7	15	0	4	-6
43	COc1cc(CNCCc2ccc(F)cc2)ccc1OCc1ccc(Cl)nc1	-9	-10	-5	6	1	-14	-24	6	-32	-13	5
44	CC/C(=N\Nc1ccc([N+](=O)[O-])cc1[N+](=O)[O-])c1ccc(O)cc1	25	-7	18	-15	-3	-21	-13	-3	13	-3	4

This is a subset; rates above refer to the full screens.
